Compound activity as filed in PubChem BioAssay.
BLM helicase inh: Bloom syndrome helicase (human) inhibition; P54132; recombinant BLM DNA unwinding, fluorescence dequenching; Potency, µM (top dose mostly 56.1 µM), without a hit: top-dose activity change, negative = inhibition, most hits filed as inhibitors; actives 0.2% (n = 350,000);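 note: plate controls were vehicle for no effect and no enzyme for full effect; nearly all actives have a fitted effect of over 35% in size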
Pin1 inh: blocks the human prolyl isomerase Pin1; actives 0.009% (n = 390,000); Potency, µM (titrated, usually from 115 µM), for inactives: top-dose activity, negative = inhibition, most hits filed as inhibitors; Pin1 FP peptide displacement, HiFluor488, 10 min; Q13526; active = well fitted inhibition curve with a large enough effect in the polarisation, with a control signal flat, not every such curve was filed as active; inconclusive = small, poorly fitted or top-dose-only effect, or effect the other way, or a change in a side signal; inactive = no such curve, though single readings can be large or run the other way; the % refers to the polarisation; note: % is set by controls: 0 for no effect and ±100 for the full control effect
JMJD2A Tudor inh: blocks the human JMJD2A Tudor domain | AlphaScreen JMJD2A-Tudor / H3K4me3 peptide binding | actives 4.4% (n = 390,000) | Potency, µM (highest dose often 114 µM), without a hit: at the highest dose activity change, negative = inhibition, hits mostly inhibitors | AID 504339; note: % is set by controls: 0 for no effect and ±100 for the full control effect; nearly all actives have a fitted effect of over 50% in size
GLS inh: inhibitors of human glutaminase (GLS). O94925. GLS enzymatic activity, qHTS titration. Potency, µM (titrated, usually from 45.5 µM), inactives show at the top dose activity change, negative = inhibition, most hits filed as inhibitors. actives 0.21% (n = 410,000). AID 624170; note: % is set by controls: 0 for no effect and ±100 for the full control effect
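Read-out is an Amplex red fluorescence increase coupled through glutamate oxidase and HRP, measured before and after 30 min room-temperature incubation. hKGA is in 45 mM KH2PO4 (pH 8.2) with 0.02% Tween-20; glutamine added as 1mM solution.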
PGK inhibitor: inhibitors of T. brucei phosphoglycerate kinase | P07378 | PGK/GAPDH coupled, Kinase-Glo luminescence, 60 min | Potency, µM (series often up to 57.5 µM), inactives show at the highest dose activity change, negative = inhibition, hits mostly inhibitors | actives 0.043% (n = 380,000) | AID 602233; note: % is set by controls: 0 for no effect and ±100 for the full control effect; nearly all actives have a fitted effect of over 60% in size
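Recombinant glycosomal PGK reaction used 1,3-bisphosphoglycerate generated in-well by GAPDH (100nM final) in 100mM TEA pH 7.6, 5mM MgCl2, 0.01% Tween-20. After 60 minutes at room temperature, ATP was read by Kinase-Glo Plus luminescence end-point.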
G9a block: inhibitors of human histone lysine methyltransferase G9a | G9a H3K9 monomethylation, AlphaScreen, 2 h | AID 504332 | Potency, µM (top dose mostly 102 µM), without a hit: at the highest dose activity, negative = inhibition, most hits filed as inhibitors | actives 8.8% (n = 350,000) | Q96KQ7; note: % is set by controls: 0 for no effect and ±100 for the full control effect; nearly all actives have a fitted effect of over 75% in size
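Methyltransferase reactions run at room temperature for 2 h (20 nM enzyme, 500 nM biotin-H3K9 peptide, 20 uM SAM) after a 15 min compound preincubation; product detected by AlphaScreen beads and anti-H3K9me1 antibody.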
HP1b binding inh: inhibitors of HP1-beta chromodomain binding to methylated histone tails. P83916. AlphaScreen HP1-beta / biotin-H3K9me3 peptide binding. Potency, µM (doses to about 114 µM), for inactives: at the highest dose activity change, negative = inhibition, hits mostly inhibitors. actives 0.56% (n = 390,000); note: nearly all actives have a fitted effect of over 70% in size; inactives centre near 23
Target sequence (P83916 whole entry, looked up): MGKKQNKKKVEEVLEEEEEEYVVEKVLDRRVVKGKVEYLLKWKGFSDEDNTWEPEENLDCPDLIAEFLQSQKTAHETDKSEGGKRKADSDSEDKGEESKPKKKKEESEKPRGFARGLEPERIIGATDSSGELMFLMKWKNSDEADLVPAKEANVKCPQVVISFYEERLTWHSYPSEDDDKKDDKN
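AlphaScreen: HP1-beta (50 nM) preformed 30 min with biotin-H3(1-18)K9me3 peptide (50 nM) in PBS pH 7.4, 0.01% Tween-20. Compound added for 30 min at RT, then streptavidin donor/nickel chelate acceptor beads (10 ug/mL) for 30 min.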
POLI inh: inhibitors of human DNA polymerase iota | Pol iota fluorescent replication assay, 10 min | Potency, µM (doses to about 115 µM), for the others: at the top dose activity, negative = inhibition, actives largely listed as inhibitors | actives 1% (n = 390,000)
Target sequence (Q9UNA4 whole entry, looked up): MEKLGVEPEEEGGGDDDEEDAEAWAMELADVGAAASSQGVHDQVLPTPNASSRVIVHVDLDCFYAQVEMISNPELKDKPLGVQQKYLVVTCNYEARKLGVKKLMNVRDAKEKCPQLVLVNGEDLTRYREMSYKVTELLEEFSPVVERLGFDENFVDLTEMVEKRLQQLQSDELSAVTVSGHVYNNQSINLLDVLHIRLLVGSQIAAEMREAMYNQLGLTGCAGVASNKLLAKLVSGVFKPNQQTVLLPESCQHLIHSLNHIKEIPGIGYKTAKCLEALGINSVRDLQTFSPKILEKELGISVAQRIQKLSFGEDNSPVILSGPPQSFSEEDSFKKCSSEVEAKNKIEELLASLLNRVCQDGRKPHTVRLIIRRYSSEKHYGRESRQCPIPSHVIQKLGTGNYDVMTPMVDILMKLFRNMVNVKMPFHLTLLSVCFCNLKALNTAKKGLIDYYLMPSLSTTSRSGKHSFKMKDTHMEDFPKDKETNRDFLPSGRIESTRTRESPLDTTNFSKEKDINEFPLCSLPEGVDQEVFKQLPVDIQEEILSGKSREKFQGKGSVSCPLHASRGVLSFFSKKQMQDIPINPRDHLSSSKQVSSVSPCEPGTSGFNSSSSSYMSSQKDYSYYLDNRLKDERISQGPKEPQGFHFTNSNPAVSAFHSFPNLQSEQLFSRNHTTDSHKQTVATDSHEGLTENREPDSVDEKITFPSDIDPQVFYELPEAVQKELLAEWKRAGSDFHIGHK
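Fluorescent replication assay read twice, at 0 min and 10 min after adding 50 nM (final) substrate. Enzyme (10 nM) and compounds were first incubated 15 min at room temperature; enzyme-free buffer wells were negative controls.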
BAZ2B inh: BAZ2B (human) inhibition; AlphaScreen BAZ2B-H3K14Ac peptide displacement; Potency, µM (top dose mostly 114 µM), for the others: top-dose activity change, negative = inhibition, hits mostly inhibitors; actives 4.4% (n = 360,000); note: % is set by controls: 0 for no effect and ±100 for the full control effect; nearly all actives have a fitted effect of over 60% in size
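AlphaScreen displacement: compounds (up to 110uM) incubated 30 min at room temperature with a preformed 50 nM BAZ2B/50 nM biotinylated H3K14Ac peptide complex in PBS pH 7.4 with Tween-20. Donor and acceptor beads at 10 ug/mL final added, 20 min light-protected before reading.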
Starred values were filed as active, the others as inactive; i = inactive; ? = inconclusive; . = not tested or not shown; & = joins results of further samples; [ ] = another dose, or the depositor's remark. Unless noted, calls come from the whole dose curve; as a rule, active = well fitted curve in the direction sought with a large enough effect; inconclusive = small, poorly fitted or top-dose-only effect, or another doubt; inactive = no such curve, though single readings can be large; an effect the other way counts as inactive or inconclusive. Potency is the fitted concentration of half-maximal effect.

HP1b binding inh	JMJD2A Tudor inh	POLI inh	BLM helicase inh	G9a block	GLS inh	PGK inhibitor	Pin1 inh	BAZ2B inh	molecule
18%	-2%	2%	2%	7%	-10%	-1%	1%	1%	CC(C)[C@H](NC(=O)NCCc1ccc(F)cc1)C(=O)O
12%	-9%	157%[activator]	-5%	?	3%	-1%	0%	-3%	N#Cc1ccc(OCC(O)CS(=O)(=O)c2ccccc2)cc1 (configuration not stated)
-18%	?	5%	-2%	-34%[0.0925 µM]	-7%	i	0%	50µM*	COc1ccc(-c2nc3n(c2Br)CCC3)cc1
7%	-19%	-14%	-1%	-10%[12.7 µM]	21%	-2%	-3%	-5%	O/N=C1/CCc2cccc3cccc1c23
43%[activator]	-18%	-12%	.	.	15%	-7%	0%	.	COc1ccc(S(=O)(=O)N(C)C[C@H]2Oc3ccc(NC(=O)NC(C)C)cc3C(=O)N([C@H](C)CO)C[C@@H]2C)cc1
-7%	?	1%	-2%	15%[0.0925 µM]	3%	-5%	0%	?	O=C1/C(=C/c2ccccc2)SC(=S)N1CCCC(=O)N1CCCCC1CCO (configuration not stated)
?	-17%[11.4 µM]	74%[activator]	-3%	?	-11%	11%	0%	-20%	O=C(Cc1ccccc1)NCc1n[nH]c(=S)n1-c1ccccc1
29%	0%	5%	-5%	-9%[59 µM]	-3%	-6%	5%	0%	COC(=O)c1ccc(N2Cc3ccccc3/C2=N\C(=O)Nc2ccccc2)cc1
-2%	-15%	14%	.	?	8%	i	-5%	6%	COc1ccc(NC(=O)CSCC(=O)Nc2cc(Cl)ccc2N2CCOCC2)cc1
-9%	-33%	21%	-2%	-17%[59 µM]	1%	i	21%	-27%	CN(c1ccccc1)S(=O)(=O)c1cccc(NC(=O)c2cc(=O)c3ccccc3o2)c1
20%	-27%	-16%	-2%	6%	9%	-6%	-6%	-37%	CSc1ccc(C(=O)C2CCCN(C(=O)c3ccc4c(c3)OCO4)C2)cc1 (configuration not stated)
-8%	-27%	73%[activator]	0%	-5%	3%	i	-4%	0%	CNC(=O)NC(=O)CSc1nnc(-c2ccc(F)cc2)n1CC1CCCO1 (configuration not stated)
24%	-23%	-6%[58.9 µM]	-3%	-16%[59 µM]	5%	4%	-1%	5%	CCCCC(=O)Nc1ccc(C(=O)N2CCN(c3ccccc3OC)CC2)cc1
22%	?	3%	-4%	?	10%	-2%	-2%	?	Cc1c(NC(=O)/C(C#N)=C/c2ccc(-c3cc(Cl)ccc3Cl)o2)c(=O)n(-c2ccccc2)n1C
15%	-32%	?	-4%	-2%[12.7 µM]	-21%	i	-6%	-31%	CCC(=O)c1ccc(CCCCCC(=O)O)s1

Five entries already listed, arranged by their value in BLM helicase inh, lowest first.
Molecule | BLM helicase inh
Cc1c(NC(=O)/C(C#N)=C/c2ccc(-c3cc(Cl)ccc3Cl)o2)c(=O)n(-c2ccccc2)n1C | -4%
CCCCC(=O)Nc1ccc(C(=O)N2CCN(c3ccccc3OC)CC2)cc1 | -3%
COc1ccc(-c2nc3n(c2Br)CCC3)cc1 | -2%
O/N=C1/CCc2cccc3cccc1c23 | -1%
CNC(=O)NC(=O)CSc1nnc(-c2ccc(F)cc2)n1CC1CCCO1 (configuration not stated) | 0%

In the list so far, 2 have a cyano group.
HP1b binding inh	JMJD2A Tudor inh	POLI inh	BLM helicase inh	G9a block	GLS inh	PGK inhibitor	Pin1 inh	BAZ2B inh	molecule
12%	-9%	157%[activator]	-5%	?	3%	-1%	0%	-3%	N#Cc1ccc(OCC(O)CS(=O)(=O)c2ccccc2)cc1 (configuration not stated)
22%	?	3%	-4%	?	10%	-2%	-2%	?	Cc1c(NC(=O)/C(C#N)=C/c2ccc(-c3cc(Cl)ccc3Cl)o2)c(=O)n(-c2ccccc2)n1C

Other compounds
HP1b binding inh	JMJD2A Tudor inh	POLI inh	BLM helicase inh	G9a block	GLS inh	PGK inhibitor	Pin1 inh	BAZ2B inh	molecule
74%[activator]	-20%	20%	-1%	7%[12.7 µM]	0%	i	-9%	-8%	COC(=O)c1cnn(-c2ccc(C(=O)Nc3ccc(C(C)=O)cc3)cc2)c1N
36%	-23%	-10%	-9%	?	-6%	-5%	-10%	-4%	O=C(c1cc2c(s1)-c1ccccc1S(=O)(=O)C2)N1CCN(Cc2ccccc2)CC1
69%[activator]	-4%[57.1 µM]	18%	-3%	18%	-9%	-7%	-10%	3%[57.1 µM]	CCOC(=O)c1cn(-c2ccccc2CO)c2c(F)c(F)c(F)cc2c1=O
12%	-11%	86%[activator]	-4%	-17%	3%	7%	-1%	-15%	O=C(COc1ccc([N+](=O)[O-])cc1)Nc1ccncc1
11%	-22%	?	-4%	?	?	-3%	-1%	?	CC(C)NC(=O)/C(C#N)=C/c1cccc(NC(=O)c2ccccc2Cl)c1
-16%	?	-18%	.	-4%[2.33 µM]	-2%	-14%	15%	?	COc1ccc2oc(C(=O)N3CCN(C/C=C/c4ccccc4)CC3)c(C)c2c1
25%	-20%	?	-8%	-28%[59 µM]	-8%	-13%	-12%	-22%	CC1CN(C(=O)N2CCC(C(=O)NCc3ccco3)CC2)c2cc(Cl)ccc2O1 (configuration not stated)
-20%&-5%	?	50µM*	-10%&-11%	?	51%&52%[activator]	-8%&4%	3%&0%	?	Cc1nc2scc(C)n2c(=O)c1S(=O)(=O)Nc1ccc(N2CCN(S(C)(=O)=O)CC2)cc1
22%	-12%	-3%	-9%	?	2%	-10%	-9%	-35%	O=C(Nc1ccnc(-c2ccncc2)n1)c1ccc(F)cc1
14%	-9%	0%	2%	.	5%	-5%	-2%	-10%	CSc1ncc(CN2CCC(C(=O)Nc3cccc(-c4cscn4)c3)CC2)cn1
-1%	-18%[57.1 µM]	3%	-14%	-3%[59 µM]	-4%	-6%	?	-3%	CCOC(=O)C1=C(O)/C(=C/c2cn(CC(=O)N3CCCC3)c3ccccc23)SC1=Nc1ccccc1
28%	-7%	52%[activator]	-7%	11%	0%	i	-11%	2%	CC(=O)c1cccc(S(=O)(=O)NCCC(=O)O)c1
10%	-5%	3%	0%	10%[59 µM]	-11%	-9%	-9%	-5%	CCc1nn2c(=O)cc(COC(=O)C3CCCCC3)nc2s1
28%	-21%	13%	-4%	-31%	10%	-2%	-1%	-17%	Cc1cc(C)cc(OCc2ccc(C(=O)NN)o2)c1
21%	-12%	6%	.	.	0%	0%	-2%	.	O=C(O)c1ccccc1
-13%	-26%	?	-5%	-1%	?	5%	?	-13%	Cc1ccnc2nc(C(=O)OCC(=O)NC(=O)NCc3ccco3)nn12
37%	-3%	-14%	-1%	21%	-1%	-8%	?	-2%	Cc1ccc(N2CC(C(=O)NC3CCC(C)CC3)CC2=O)cc1 (configuration not stated)
2%	-15%	40%[activator]	.	-5%	0%	i	-4%	-3%	COc1ccc2nc(NC(=O)CSCC(=O)Nc3cc(C)on3)sc2c1
26%	-4%	-1%	0%	1%[59 µM]	-11%	i	-19%	.	COc1ccc(C(=O)O)cc1S(=O)(=O)N(C)CCc1cccnc1
-13%	?	?	-1%	13µM*	27%	i	1%	?	NC(=S)NNc1ccc(Cl)c(Cl)c1
26%	2%[57.1 µM]	20%	2%	?	-3%	-10%	-1%	-25%	COc1ccc(Cc2nnc(NC(=O)c3ccco3)s2)cc1OC
250%[activator]	78%[activator][57.1 µM]	-1%	-8%	222%[activator][59 µM]	0%	i	3%	314%[activator]	CCCCOC(=O)CSC(=S)N(C)Cc1cccs1
-27%	?	?	.	6%[2.33 µM]	11%	-5%	-12%	-9%	COc1ccc(/[N+]([O-])=C/c2ccco2)cc1
16%	-8%	59%[activator]	-1%	3%	-1%	-5%	-14%	-4%	COc1ccccc1/C=C/C(=O)Nc1cccnc1
15%	-6%	-4%	-3%	17%	12%	-5%	3%	-9%	CCC(=O)Nc1ccc(NC(=O)c2oc3ccccc3c2C)cc1
10%	-11%	29%	-3%	-6%	1%	-2%	-6%	-20%	CCC1Sc2ccc(S(=O)(=O)CCC(=O)Nc3cc(C)ccn3)cc2NC1=O (configuration not stated)
13%	-11%	?	-18%	?	5%	-5%	40%[activator]	?	O=C(Nc1ccc(F)cc1)c1cccc(N2C(=O)c3ccccc3C2=O)c1
0%	-21%	12%	-2%	-41%[59 µM]	10%	-9%	24%	-10%	O=[N+]([O-])c1ccc(N2CCN(S(=O)(=O)c3ccc4ccccc4c3)CC2)cc1NCc1ccco1
44%[activator]	-12%	-7%	-2%	54%[activator]	-12%	i	0%	8%	Cc1ccccc1NC(=O)NCCCCc1ccccc1
7%	-11%[11.4 µM]	114%[activator]	0%	45µM*	4%	-8%	-10%	4%	C=CCNC(=S)/C(=C(/[O-])c1ccc([N+](=O)[O-])cc1)[n+]1ccccc1
35%	-7%	13%	.	.	?	5%	-2%	.	COc1ccccc1NC(=O)COC(=O)C1CC2CCCC(C1)C2=O (configuration not stated)
45%[activator]	-6%	14%	-8%	-3%[59 µM]	0%	-1%	-3%	8%	Cc1nc(NCCN)c(C#N)c2c1COC(C)(C)C2

Not all compounds are listed; the hit share may differ from the screen's.
